Assay outcomes (PubChem BioAssay)
PAFAH1B3 FP inh = PAFAH1B3 enzyme inhibitors, primary screen, biochemical, fluorescence polarization, human; Platelet-activating factor acetylhydrolase IB subunit alpha1 (Homo sapiens), Q15102; recombinant PAFAH1B3, FP-rhodamine probe; inhibition, % at 3.39 µM; 340,000 tested, 0.28% active; AID 492972, 2010;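 active means inhibition above the screen-wide average of all tested compounds plus 3 SD, cut at about 25% in these data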;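 further: 0% = enzyme with DMSO only and 100% = wells lacking PAFAH1B3 protein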
Target sequence (Q15102 whole entry, looked up): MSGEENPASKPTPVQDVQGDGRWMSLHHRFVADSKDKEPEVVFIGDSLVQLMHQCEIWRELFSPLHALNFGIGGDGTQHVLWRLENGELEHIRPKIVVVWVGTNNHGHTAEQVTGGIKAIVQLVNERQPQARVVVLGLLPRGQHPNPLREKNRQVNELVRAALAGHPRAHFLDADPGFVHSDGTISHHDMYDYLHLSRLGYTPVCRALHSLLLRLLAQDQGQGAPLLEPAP
PAD4 FP inh = human PAD4 inhibitors, primary screen, biochemical, fluorescence polarization, 1536-well format | Protein-arginine deiminase type-4 (Homo sapiens), Q9UM07 | recombinant PAD4, RCA probe fluorescence polarization | inhibition, % at 6.36 µM | 330,000 tested, 0.41% active | AID 485272, 2010;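 active means percent inhibition above a cutoff equal to the mean of all tested compounds plus 3 SD, cut at about 15% in these data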;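 further: 0% = PAD4 with RCA probe and DMSO and 100% = probe without PAD4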
GSTO1 inh = inhibitors of recombinant GSTO1, primary screen, counter-screen for RBBP9 inhibitor project, biochemical, fluorescence polarization; activity-based probe fluorescence polarization; AID 1974, 2009; 300,000 tested, 1.1% active; inhibition, % at 5.96 µM; Glutathione S-transferase omega-1 (Homo sapiens), P78417;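 active means inhibition above the campaign mean inhibition plus 3 SD, cut at about 35% in these data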;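 further: 0% = GSTO1-1 with DMSO and 100% = wells lacking GSTO1-1 enzyme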
ZTA DNA inh = blocks Epstein-Barr virus ZTA, an EBNA-1 counter-screen; 320,000 tested, 0.15% active; inhibition, % at 11 µM; ZTA-DNA binding, fluorescence polarization; in the data active means inhibition above about 33%
Target sequence (P03206 whole entry, looked up): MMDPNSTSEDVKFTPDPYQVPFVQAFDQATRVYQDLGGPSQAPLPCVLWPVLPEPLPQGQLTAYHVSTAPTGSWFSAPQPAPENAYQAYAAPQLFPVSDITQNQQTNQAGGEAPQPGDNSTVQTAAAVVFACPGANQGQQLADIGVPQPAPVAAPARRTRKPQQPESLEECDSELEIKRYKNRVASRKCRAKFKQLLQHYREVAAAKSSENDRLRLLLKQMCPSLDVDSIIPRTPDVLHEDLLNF
LYPLA2 counter = LYPLA2 inhibitors, primary screen, counter-screen for PME1 inhibitor project, biochemical, fluorescence polarization, FP-Rh probe ABPP. Acyl-protein thioesterase 2 (Homo sapiens), O95372. 320,000 tested, 0.38% active. inhibition, % at 5.9 µM. recombinant LYPLA2;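 active means inhibition above the screen-wide mean plus 3 SD, limit set per campaign, cut at about 26% in these data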;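 further: 0% = LYPLA2 with DMSO and 100% = wells lacking LYPLA2 enzyme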
Target sequence (O95372 whole entry, looked up): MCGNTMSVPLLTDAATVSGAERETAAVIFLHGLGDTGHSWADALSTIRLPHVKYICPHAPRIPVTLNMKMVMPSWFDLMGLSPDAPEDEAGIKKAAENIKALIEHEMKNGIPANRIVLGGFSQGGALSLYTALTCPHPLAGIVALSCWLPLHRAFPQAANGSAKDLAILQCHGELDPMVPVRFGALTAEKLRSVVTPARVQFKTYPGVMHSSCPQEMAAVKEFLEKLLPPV
PAFAH2 inh = PAFAH2 enzyme inhibitors, primary screen, biochemical, fluorescence polarization, human; Platelet-activating factor acetylhydrolase 2, cytoplasmic (Homo sapiens), Q99487; recombinant PAFAH2, FP-rhodamine activity probe; inhibition, % at 3.39 µM; 340,000 tested, 0.99% active; AID 492956, 2010;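 active means inhibition above the mean over all tested compounds plus 3 SD, cut at about 30% in these data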;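 further: inhibitors block probe labeling of enzyme so polarization drops; 0% = enzyme with DMSO and 100% = wells lacking PAFAH2 protein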
EBNA-1 inh = EBNA-1 DNA-binding inhibitors, primary screen, biochemical, fluorescence polarization | AID 1950, 2009 | inhibition, % at 14.8 µM | 300,000 tested, 0.34% active; in the data active means inhibition above about 28%
PREPL inhibitor = PREPL enzyme inhibitors, primary screen, biochemical, fluorescence polarization; inhibition, % at 5.96 µM; recombinant PREPL, fluorescence polarization activity-based probe; AID 2751, 2010; 320,000 tested, 0.68% active; Prolyl endopeptidase-like (Homo sapiens), Q4J6C6; in the data active means inhibition above about 43%;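 further: 0% = enzyme with DMSO and 100% = wells lacking enzyme; many of its hits are not listed in these tables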
LYPLA1 inh = LYPLA1 inhibitors, primary screen, counter-screen for PME1 inhibitor project, biochemical, fluorescence polarization, FP-Rh probe ABPP; Acyl-protein thioesterase 1 (Homo sapiens), O75608; recombinant LYPLA1; inhibition, % at 5.9 µM; 320,000 tested, 0.16% active;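 active means inhibition above the mean of all tested compounds plus 3 SD, set per campaign, cut at about 14% in these data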;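 further: inhibitors block serine hydrolase probe labeling of LYPLA1 so polarization falls; 0% = enzyme with DMSO and 100% = wells lacking LYPLA1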
Target sequence (O75608 whole entry, looked up): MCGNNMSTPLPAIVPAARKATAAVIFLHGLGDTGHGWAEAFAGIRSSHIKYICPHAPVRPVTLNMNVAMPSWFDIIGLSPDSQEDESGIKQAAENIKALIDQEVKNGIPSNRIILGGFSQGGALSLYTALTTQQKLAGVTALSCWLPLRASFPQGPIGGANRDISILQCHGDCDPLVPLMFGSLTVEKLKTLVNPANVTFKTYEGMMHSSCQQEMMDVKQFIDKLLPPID
Starred values were filed as active, the others as inactive.

`O=C(Nc1ccccc1N1CCOCC1)c1cccs1` gave PAFAH1B3 FP inh 5, PAD4 FP inh 2, GSTO1 inh -6, ZTA DNA inh -14, LYPLA2 counter -2, PAFAH2 inh 5, EBNA-1 inh 7, PREPL inhibitor 13 and LYPLA1 inh -1.
`O=C(Cn1cc2c(n1)CCCC2)NCCCN1CCCC1` gave PAFAH1B3 FP inh 3, PAD4 FP inh -3, GSTO1 inh 4, ZTA DNA inh 3, LYPLA2 counter -2, PAFAH2 inh -1, EBNA-1 inh 7, PREPL inhibitor 4 and LYPLA1 inh 1.
Cc1ccc(-c2nn(-c3ccccc3)cc2CC(=S)N2CCOCC2)cc1 was read as PAFAH1B3 FP inh 2, PAD4 FP inh 3, GSTO1 inh 6, ZTA DNA inh -19, LYPLA2 counter 5, PAFAH2 inh 5, EBNA-1 inh -7, PREPL inhibitor -4 and LYPLA1 inh -1.
Screening O=C(Cn1cnc2ccccc2c1=O)NCCCN1CCCC1=O returned PAFAH1B3 FP inh 1, PAD4 FP inh -1, ZTA DNA inh -7, LYPLA2 counter -1, PAFAH2 inh 3, PREPL inhibitor 0 and LYPLA1 inh -2.
`O=C(COc1ccc(F)cc1)Nc1nnc(C2CC2)s1` gave PAFAH1B3 FP inh 4, PAD4 FP inh 4, GSTO1 inh 6, ZTA DNA inh 17, LYPLA2 counter 6, PAFAH2 inh -10, EBNA-1 inh 2, PREPL inhibitor 2 and LYPLA1 inh 3.
For Cc1cccc(-n2nc3c(c2NC(=O)c2ccc(Br)o2)CSC3)c1C the results were PAFAH1B3 FP inh -2, PAD4 FP inh -3, GSTO1 inh -2, ZTA DNA inh 15, LYPLA2 counter -2, PAFAH2 inh -3, EBNA-1 inh -2, PREPL inhibitor 15 and LYPLA1 inh -2.
For Cc1ccc(-c2cc(C(=O)NCc3ccco3)c3ccccc3n2)s1 the results were PAFAH1B3 FP inh -2, PAD4 FP inh 1, GSTO1 inh -14, ZTA DNA inh 16, LYPLA2 counter -6, PAFAH2 inh -2, EBNA-1 inh 3, PREPL inhibitor -10 and LYPLA1 inh -9.
`O=C(Cn1nnc(-c2cccc(C(F)(F)F)c2)n1)NC(=O)NCc1ccco1` gave PAFAH1B3 FP inh -2, PAD4 FP inh 0, GSTO1 inh 1, ZTA DNA inh 14, LYPLA2 counter -1, PAFAH2 inh 6, EBNA-1 inh 5, PREPL inhibitor 0 and LYPLA1 inh 2.
`O=C(c1cc(-c2ccccc2)nc2ccccc12)N1N=C(C(F)F)CC1(O)C(F)F` (configuration not stated) gave PAFAH1B3 FP inh 0, PAD4 FP inh 0, GSTO1 inh -1, ZTA DNA inh -4, LYPLA2 counter -6, PAFAH2 inh 2, EBNA-1 inh 7, PREPL inhibitor 9 and LYPLA1 inh 0.
For COc1ccc(C(CNC(=O)c2cccc(NS(=O)(=O)c3ccc(C)c(F)c3)c2)N2CCCC2)cc1 (configuration not stated) the results were PAFAH1B3 FP inh 5, PAD4 FP inh -2, GSTO1 inh 5, ZTA DNA inh 1, LYPLA2 counter 1, PAFAH2 inh -4, EBNA-1 inh -3, PREPL inhibitor -40 and LYPLA1 inh 1.
`CCC(=O)Nc1ccc(S(=O)(=O)Nc2c(C)nc3nc[nH]n3c2=O)cc1` gave PAFAH1B3 FP inh 7, PAD4 FP inh 2, GSTO1 inh -1, ZTA DNA inh 6, LYPLA2 counter 1, PAFAH2 inh -2, EBNA-1 inh 5, PREPL inhibitor -1 and LYPLA1 inh 0.
`COc1ccc(NC(=O)NC2CCCCCCC2)cc1OC` gave PAFAH1B3 FP inh 7, PAD4 FP inh 2, GSTO1 inh -5, ZTA DNA inh -17, LYPLA2 counter 2, PAFAH2 inh 9, EBNA-1 inh 2, PREPL inhibitor 4 and LYPLA1 inh 1.
`C#CCn1cc(/C=N/NC(=O)c2cc3ccccc3o2)c2ccccc21` gave PAFAH1B3 FP inh 6, PAD4 FP inh -4, GSTO1 inh -7, ZTA DNA inh -7, LYPLA2 counter 0, PAFAH2 inh 2, EBNA-1 inh -1, PREPL inhibitor 36 and LYPLA1 inh -6.
For CCCc1nc2c(nnn2Cc2ccccc2)c(=O)[nH]1 the results were PAFAH1B3 FP inh -8, PAD4 FP inh -14, GSTO1 inh 13, ZTA DNA inh 4, LYPLA2 counter -8, PAFAH2 inh 2, EBNA-1 inh -8, PREPL inhibitor 7 and LYPLA1 inh -3.
For O=C(NCC(=O)N1CCCC(C(F)(F)F)C1)c1ccc(Oc2ccccc2)cc1 (configuration not stated) the results were PAFAH1B3 FP inh 0, PAD4 FP inh 4, GSTO1 inh 0, ZTA DNA inh 3, LYPLA2 counter 11, PAFAH2 inh 4, EBNA-1 inh -5, PREPL inhibitor 3 and LYPLA1 inh 2.
Screening C=CCNC(=O)c1ccc(OC)cc1OC returned PAFAH1B3 FP inh -6, PAD4 FP inh -4, GSTO1 inh 2, ZTA DNA inh -10, LYPLA2 counter 2, PAFAH2 inh -1, EBNA-1 inh -19, PREPL inhibitor -5 and LYPLA1 inh -1.
`O=S(=O)(c1ccccc1)N1c2cc(Cl)ccc2Oc2nc3ccccc3nc21` gave PAFAH1B3 FP inh 6, PAD4 FP inh -2, GSTO1 inh -21, ZTA DNA inh 15, LYPLA2 counter -10, PAFAH2 inh 14, EBNA-1 inh 1, PREPL inhibitor -20 and LYPLA1 inh -9.
Screening O=C(OCc1c(-c2ccccc2)ncc2ccccc12)N1CCOCC1 returned PAFAH1B3 FP inh 7, PAD4 FP inh -3, ZTA DNA inh 5, LYPLA2 counter -3, PAFAH2 inh 4, PREPL inhibitor 4 and LYPLA1 inh -5.
Screening CCOc1ccc(NC(=O)c2[nH]c(C)c(C(C)=O)c2C)cc1 returned PAFAH1B3 FP inh 13, PAD4 FP inh 0, GSTO1 inh 6, ZTA DNA inh -7, LYPLA2 counter 6, PAFAH2 inh -6, EBNA-1 inh 5, PREPL inhibitor 9 and LYPLA1 inh -20.
For COCCNC(=O)C(c1ccc(C)cc1)N(CCOC)C(=O)CCC(=O)Nc1nccs1 (configuration not stated) the results were PAFAH1B3 FP inh 2, PAD4 FP inh 2, GSTO1 inh 0, ZTA DNA inh 4, LYPLA2 counter -2, PAFAH2 inh -5, EBNA-1 inh -8, PREPL inhibitor 7 and LYPLA1 inh -5.
`CSc1ccc(C(=O)C2CCCN(C(=O)Cn3cnnn3)C2)cc1` (configuration not stated) gave PAFAH1B3 FP inh -3, PAD4 FP inh -3, GSTO1 inh 15, ZTA DNA inh 1, LYPLA2 counter 0, PAFAH2 inh 1, EBNA-1 inh 0, PREPL inhibitor -8 and LYPLA1 inh 1.
`Cc1ccccc1C(=O)NC(CC(C)C)C(=O)OCC(=O)c1c(N)n(C)c(=O)n(C)c1=O` (configuration not stated) gave PAFAH1B3 FP inh 8, PAD4 FP inh -2, GSTO1 inh 3, ZTA DNA inh 5, LYPLA2 counter -4, PAFAH2 inh -2, EBNA-1 inh 4, PREPL inhibitor 14 and LYPLA1 inh 4.
For Cc1cccc(NC(=O)COC(=O)Cc2cccs2)c1C the results were PAFAH1B3 FP inh 12, PAD4 FP inh -9, GSTO1 inh 11, ZTA DNA inh 1, LYPLA2 counter 3, PAFAH2 inh 8, EBNA-1 inh -3, PREPL inhibitor -10 and LYPLA1 inh 0.
Screening O=C(O)CCN1C(=O)CC(N2C(=O)/C(=C/c3ccc(Cl)cc3)SC2=S)C1=O (configuration not stated) returned PAFAH1B3 FP inh 19, PAD4 FP inh -11, GSTO1 inh 5, ZTA DNA inh 5, LYPLA2 counter -3, PAFAH2 inh 6, EBNA-1 inh -14, PREPL inhibitor -9 and LYPLA1 inh -4.
CC(=O)Nc1ccc(S(=O)(=O)N2CCC(C(=O)NCCC(=O)Nc3ccccc3)CC2)cc1 was read as PAFAH1B3 FP inh 7, PAD4 FP inh -6, GSTO1 inh -1, ZTA DNA inh -2, LYPLA2 counter -3, PAFAH2 inh -5, EBNA-1 inh -14, PREPL inhibitor 4 and LYPLA1 inh -1.
Screening COc1ccc(NC(=O)c2cc(-c3ccccc3Cl)no2)cc1 returned PAFAH1B3 FP inh 5, PAD4 FP inh -3, GSTO1 inh 8, ZTA DNA inh -2, LYPLA2 counter 4, PAFAH2 inh 2, EBNA-1 inh -23, PREPL inhibitor 0 and LYPLA1 inh -3.
`CN(c1ccccc1)S(=O)(=O)c1cccc(NC(=O)Cn2cnc3c2c(=O)n(C)c(=O)n3C)c1` gave PAFAH1B3 FP inh -2, PAD4 FP inh -2, GSTO1 inh 0, ZTA DNA inh -7, LYPLA2 counter -3, PAFAH2 inh 1, EBNA-1 inh 7, PREPL inhibitor -7 and LYPLA1 inh 0.
Screening O=C(NCc1cccs1)c1nc2ncccn2n1 returned PAFAH1B3 FP inh 4, PAD4 FP inh 0, GSTO1 inh -2, ZTA DNA inh -3, LYPLA2 counter 7, PAFAH2 inh 3, EBNA-1 inh -4, PREPL inhibitor 2 and LYPLA1 inh 1.
Screening O=C(NCc1ccccn1)c1ccc2c(c1)N(Cc1ccccc1)CCS2 returned PAFAH1B3 FP inh 5, PAD4 FP inh 1, GSTO1 inh 6, ZTA DNA inh 3, LYPLA2 counter 14, PAFAH2 inh -2, EBNA-1 inh 0, PREPL inhibitor 15 and LYPLA1 inh 1.
For O=C(Nc1cccc(-n2cnnn2)c1)c1cc2ccccc2o1 the results were PAFAH1B3 FP inh -4, PAD4 FP inh -7, GSTO1 inh -5, ZTA DNA inh 9, LYPLA2 counter -16, PAFAH2 inh 4, EBNA-1 inh 6, PREPL inhibitor 14 and LYPLA1 inh -12.
Screening COc1ccc2c(-c3ccccc3)cc(N3CCOCC3)nc2c1 returned PAFAH1B3 FP inh 9, PAD4 FP inh 0, GSTO1 inh -11, ZTA DNA inh 0, LYPLA2 counter -1, PAFAH2 inh -6, EBNA-1 inh 10, PREPL inhibitor 8 and LYPLA1 inh -2.
`CCCC/C(C)=N\NC(=O)CNS(=O)(=O)c1ccc([N+](=O)[O-])cc1` gave PAFAH1B3 FP inh 1, PAD4 FP inh -2, GSTO1 inh -1, ZTA DNA inh -3, LYPLA2 counter 3, PAFAH2 inh 8, EBNA-1 inh 5, PREPL inhibitor 10 and LYPLA1 inh 2.
`Cc1ccc(NC2SC(=O)N(Cc3cccc(C(=O)O)c3)C2=O)c(C)c1` (configuration not stated) gave PAFAH1B3 FP inh -1, PAD4 FP inh 0, GSTO1 inh 14, ZTA DNA inh 5, LYPLA2 counter 6, PAFAH2 inh -6, EBNA-1 inh 5, PREPL inhibitor -1 and LYPLA1 inh 4.
O=C1C=C(c2ccc(C(=O)O)cc2)C[C@@H](c2ccc(Cl)cc2)C1 was read as PAFAH1B3 FP inh 4, PAD4 FP inh -5, ZTA DNA inh -4, LYPLA2 counter 10, PAFAH2 inh 1, PREPL inhibitor 4 and LYPLA1 inh 1.
For COc1cccc(/C=N/n2c(C)nc3ccccc32)c1OC the results were PAFAH1B3 FP inh 3, PAD4 FP inh -2, GSTO1 inh 3, ZTA DNA inh -6, LYPLA2 counter 6, PAFAH2 inh -3, EBNA-1 inh 6, PREPL inhibitor 0 and LYPLA1 inh -1.

The list is partial (hit frequency here may not be typical).
